TNAP act hiacc = TNAP activators at high phosphate acceptor level, primary screen, biochemical, luminescence, uHTS; activation factor at 20 µM; Alkaline phosphatase, tissue-nonspecific isozyme (Homo sapiens), P05186; 200,000 tested, under 10 active; purified TNAP, CDP-star luminescence, 1 M DEA, 30 min; active compounds read high; 0 = EDTA background, 1 = DMSO-only activity;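 active means activation factor at least 2 at 20 µM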
Target sequence (P05186 whole entry, looked up): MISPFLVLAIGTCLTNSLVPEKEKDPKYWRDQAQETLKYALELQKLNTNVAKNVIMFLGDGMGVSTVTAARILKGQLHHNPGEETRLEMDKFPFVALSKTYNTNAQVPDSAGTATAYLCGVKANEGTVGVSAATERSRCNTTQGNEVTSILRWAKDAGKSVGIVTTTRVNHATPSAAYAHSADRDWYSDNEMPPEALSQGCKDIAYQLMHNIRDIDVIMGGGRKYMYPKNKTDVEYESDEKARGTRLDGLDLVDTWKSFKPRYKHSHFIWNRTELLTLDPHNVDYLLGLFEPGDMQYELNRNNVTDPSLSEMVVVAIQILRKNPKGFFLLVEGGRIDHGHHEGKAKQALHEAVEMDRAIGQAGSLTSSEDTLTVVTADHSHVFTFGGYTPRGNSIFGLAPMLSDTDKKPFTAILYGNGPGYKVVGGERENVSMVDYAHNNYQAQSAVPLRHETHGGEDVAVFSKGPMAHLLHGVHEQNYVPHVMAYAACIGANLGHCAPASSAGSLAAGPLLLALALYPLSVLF
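Measured by: Luminescent substrate turnover signal | Test system: Human TNAP | Input: TNAP 1/800 final | Dosing: 20 µM single point | Schedule: 30 min, room temperature | Controls: EDTA wells as negative control, DMSO wells as positive control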
TNAP inh hi DEA = human TNAP enzyme inhibitors, primary screen, biochemical, luminescent, high phosphate acceptor level, uHTS; purified TNAP, CDP-star luminescence, 1 M DEA; inhibition, % at 20 µM; 200,000 tested, 0.03% active;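 active means over 50% inhibition of tissue-nonspecific alkaline phosphatase at 20 µM in the single-dose screen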;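 further: plate controls were DMSO wells for no effect and EDTA-quenched wells as full inhibition for full effect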
Efa HMGR inh = inhibitors of E. faecalis class II HMGR, primary screen, biochemical, Enterococcus faecalis; HMG-CoA reductase (Enterococcus faecalis, mvaE); purified E. faecalis HMGR, NADPH absorbance 340 nm kinetic; inhibition, % at 10 µM; 190,000 tested, 0.41% active; AID 1066, 2008;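 active means inhibition above a set limit, the median over all tested compounds plus 3 SD, cut at about 9.5% in these data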;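 further: enzyme runs in reverse so mevalonate oxidation gives rising NADPH absorbance; 0% = complete reaction with DMSO and 100% = background rate lacking mevalonate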
TNAP inh noacc = human TNAP enzyme inhibitors, primary screen, biochemical, luminescent, no phosphate acceptor, uHTS | 200,000 tested, 0.26% active | Alkaline phosphatase, tissue-nonspecific isozyme (Homo sapiens), P05186 | purified TNAP, CDP-star luminescence, 30 min | inhibition, % at 20 µM;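 active means tissue-nonspecific alkaline phosphatase inhibition above about 50% at 20 µM in the single-dose screen, limit read from the data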;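 further: 0% = DMSO negative control and 100% = EDTA positive control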
PPARg SRC-3 ag = PPARgamma agonists recruiting SRC-3 coactivator, primary screen, biochemical; Peroxisome proliferator-activated receptor gamma (Homo sapiens), P37231; biochemical PPARgamma/SRC-3 coactivator recruitment assay; activation, % at 8 µM; 200,000 tested, 0.26% active; AID 731, 2007; in the data active means activation above about 23%;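 further: 0% = DMSO and 100% = reference agonist; some compounds past the cut are filed as inactive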
Target sequence (P37231 whole entry, looked up): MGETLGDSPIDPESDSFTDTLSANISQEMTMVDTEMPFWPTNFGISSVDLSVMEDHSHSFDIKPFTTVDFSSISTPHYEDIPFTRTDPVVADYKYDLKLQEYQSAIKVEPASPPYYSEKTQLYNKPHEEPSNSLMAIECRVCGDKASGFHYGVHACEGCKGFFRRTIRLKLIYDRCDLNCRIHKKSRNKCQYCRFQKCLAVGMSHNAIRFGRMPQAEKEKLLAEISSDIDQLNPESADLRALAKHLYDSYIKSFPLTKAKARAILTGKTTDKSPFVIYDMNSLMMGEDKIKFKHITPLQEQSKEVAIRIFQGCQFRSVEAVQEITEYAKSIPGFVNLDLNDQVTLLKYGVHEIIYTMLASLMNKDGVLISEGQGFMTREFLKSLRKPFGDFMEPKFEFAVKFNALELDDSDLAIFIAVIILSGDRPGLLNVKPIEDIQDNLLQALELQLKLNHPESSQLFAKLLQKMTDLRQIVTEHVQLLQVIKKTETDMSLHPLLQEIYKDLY
PPARg SRC1 recr = PPARgamma agonists recruiting SRC-1 coactivator, primary screen, biochemical; PPARgamma-SRC-1 coactivator recruitment biochemical assay; activation, % at 8 µM; 200,000 tested, 0.41% active; Peroxisome proliferator-activated receptor gamma (Homo sapiens), P37231; in the data active means activation above about 19%;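 further: 0% = DMSO and 100% = reference agonist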
PPARg SRC-2 ag = agonists of PPARg-SRC-2 recruitment, primary screen, biochemical, HTS. 200,000 tested, 0.34% active. Peroxisome proliferator-activated receptor gamma (Homo sapiens), P37231. activation, % at 8 µM. PPARgamma LBD-SRC-2 recruitment. AID 1032, 2008; in the data active means activation above about 22%;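 further: 0% = vehicle and 100% = reference agonist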
SRC2 TRFRET art = TR-FRET signal artefacts, primary screen, artefact control for PPARgamma SRC-2 agonist project, biochemical | TR-FRET artefact counter-screen; active compounds read high | TR-FRET ratio at 8 µM | 200,000 tested, 0.4% active; in the data active means TR-FRET ratio above about 2000; further: inactives centre near 1500
bIAP inhibitor = bovine intestinal alkaline phosphatase inhibitors, primary screen, selectivity assay for TNAP inhibitor project, biochemical, bovine IAP, CDP-star luminescence; alkaline phosphatase, intestinal [Bos taurus]; purified bovine IAP, 30 min; inhibition, % at 20 µM; 190,000 tested, under 10 active;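 active means over 50% inhibition of intestinal alkaline phosphatase at 20 µM in the single-dose screen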
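System: Purified bovine intestinal alkaline phosphatase (IAP) enzyme | Input: IAP diluted 1/65,000,000 in the well | Also added: CDP-star chemiluminescent phosphatase substrate, 30 µM final | Dosing: 20 µM single dose | Times: Enzyme reaction for 30 min at room temperature | Detection: Luminescence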
bIAP act = bovine intestinal alkaline phosphatase activators, primary screen, biochemical, bovine IAP, CDP-star luminescence. alkaline phosphatase, intestinal [Bos taurus]. purified bovine IAP, 30 min; active compounds read high; fold of DMSO-control signal, blank-subtracted. activation factor at 20 µM. 200,000 tested, 0.17% active. AID 1016, 2008;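 active means activation factor of 2 or more at 20 µM, a signal rise over negative controls twice the positive control's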
* marks the source's active call; other numbers are inactive results; / = not tested or not shown.

SMILES	TNAP act hiacc	TNAP inh hi DEA	Efa HMGR inh	TNAP inh noacc	PPARg SRC-3 ag	PPARg SRC1 recr	PPARg SRC-2 ag	SRC2 TRFRET art	bIAP inhibitor	bIAP act
O=C(NCc1ccncc1)C1CCCCC1	1	-4	-7	-4	3	-7	-2	1457	8	0.9
Cn1c(SCC(=O)N2CCN(c3cccc(Cl)c3)CC2)nnc1-c1ccncc1	1	-3	-2	-13	10	6	7	1519	4	1
CC1(C)Nc2ccccc2C(=O)N1NC(=O)c1ccccc1	1	4	-3	-6	-1	-2	-1	1690	2	1
CCCN(CC1CC1)S(=O)(=O)c1ccc(-n2cnnn2)c(OC)c1	1.1	-6	-1	14	0	4	9	1662	11	0.9
CN1C(=O)c2ccc(S(=O)(=O)c3ccc(C(=O)O)cc3)cc2C1=O	1	-1	-5	-18	-1	7	7	1471	11	0.9
COc1cnc(-c2ccccc2)nc1Oc1ccc(C(C)(C)C)cc1	1	-4	4	-6	-3	0	-8	1431	10	0.9
COCCN(C(=O)c1csnn1)C(C(=O)NC(C)(C)C)c1cccc(OC)c1 (stereo not given)	1.1	-5	1	-15	-9	3	-2	1379	-7	1.1
CC(C)C1CC(CCN)(Cc2ccccc2)CCO1 (stereo not given)	1.1	-8	-2	-10	-3	-2	-1	1399	-4	1
CC(c1ccco1)N(C(=O)c1ccccc1NS(=O)(=O)c1cccc([N+](=O)[O-])c1)c1ccccn1 (stereo not given)	1	-1	-1	-11	3	-1	10	1602	-27	1.3
CC(C)(C)c1nc2ccc([N+](=O)[O-])cc2[nH]1	1	-4	5	-1	0	6	2	1564	-6	1.1
Cc1ccccc1-n1nc(-c2cccnc2)cc1C(=O)NN	1	0	1	0	2	9	1	1722	-11	1.1
COc1ccc(S(=O)(=O)Nc2cccc(N(C)S(C)(=O)=O)c2)cc1C	1	-2	2	-12	1	7	5	1577	34	0.7
CCc1ccc(C2N3CC4([N+](=O)[O-])CN2CC([N+](=O)[O-])(C3)C4(C)C)cc1 (stereo not given)	1	-3	-6	-20	2	13	9	1541	-3	1
CCOC(=O)C1=C(C)NC2=C(C(=O)OC2)C1c1ccccc1 (stereo not given)	1	-3	-3	-7	-1	2	-1	1603	-7	1.1
COc1cccc(/C=N/NC(=O)c2[nH]nc3c2CCc2ccccc2-3)c1O	1	2	-8	-149	3	-5	2	1601	4	1
O=C(O)Cc1ccc(O)c(F)c1	1	4	-7	-6	3	5	2	1526	20	0.8
O=C(Nc1ccc(N2CCOCC2)cc1N1CCOCC1)c1ccc([N+](=O)[O-])cc1	1	-3	1	7	27*	3	14	1418	9	0.9
O=C(Nc1ccc(S(=O)(=O)N2CCCC2)cc1)c1ccc(OCC2CCCO2)cc1 (stereo not given)	1	-1	0	-9	-4	-5	0	1427	-13	1.1
O=C(Nc1cccc2ncccc12)c1cc2ccccc2o1	1	-3	5	-9	0	3	1	1493	8	0.9
CCCCNC(=O)Oc1cc(CCl)on1	1.1	-5	-1	-17	0	-8	6	1617	0	1
CC(=O)N1c2ccccc2NC(=O)C1(C)C	1	1	-4	-5	9	-2	4	1597	1	1
COc1cc(NC(=S)NC(=O)c2ccco2)ccc1NC(=O)C(C)C	1	0	-6	-2	3	-1	4	1662	-4	1
COc1ccc(CC2(CO)CCN(S(=O)(=O)N(C)C)CC2)cc1	1.1	-8	-5	-13	3	0	-4	1507	3	1
CCCCn1c(NCCC)nc2c1c(=O)[nH]c(=O)n2C	1.1	-5	2	-10	8	-3	8	1595	2	1
COc1ccc(C(=O)NC(=S)NCc2ccccc2)cc1	1	-2	1	-4	-10	1	-3	1548	5	1

Only TNAP act hiacc, for some of the entries so far:
compound,TNAP act hiacc
O=C(O)Cc1ccc(O)c(F)c1,1
O=C(Nc1ccc(N2CCOCC2)cc1N1CCOCC1)c1ccc([N+](=O)[O-])cc1,1

Next part
SMILES	TNAP act hiacc	TNAP inh hi DEA	Efa HMGR inh	TNAP inh noacc	PPARg SRC-3 ag	PPARg SRC1 recr	PPARg SRC-2 ag	SRC2 TRFRET art	bIAP inhibitor	bIAP act
CC1(C)CC(=O)CC(=NCC(=O)O)C1	1	0	-3	-7	6	8	5	1767	5	0.9
COc1cccc(CNC(=O)Cn2cc3c(n2)CCCC3)c1	1	-2	-1	-4	4	8	-6	1647	13	0.9
COC(=O)c1cn(NC(=O)c2cccc(N(C)C)c2)c(=O)c2ccccc12	1.1	-6	-4	-13	-5	-2	2	1467	5	0.9
COc1ccccc1CNC(=O)CSc1ccc(C(=O)Nc2ccccc2OC)cc1[N+](=O)[O-]	1	1	-8	-17	3	0	10	1420	10	0.9
CC(=O)Nc1ccc(S(=O)(=O)N(C2=NCC(C)S2)c2ccccc2)cc1 (stereo not given)	1	0	-9	-6	5	3	6	1628	12	0.9
O=C(O)CCc1ccc(-c2ccc(Cl)cc2)o1	1.1	-6	-2	-4	7	3	7	1440	8	0.9
COc1ccc(C(=O)COC(=O)CCCn2c(=O)oc3ccccc32)cc1	/	/	/	/	1	-7	-3	1617	/	/
C[N+]1=C2CCCCCN2C(O)(c2ccccc2)C1 (stereo not given)	1.1	-6	0	-17	-5	-6	-6	1268	-2	1
OCCC1CN(CC#Cc2ccccc2)CCN1C1CCCC1 (stereo not given)	1	-3	1	-9	2	-6	4	1526	-1	1
COc1cc(NC(=O)c2ccccc2F)c(OC)cc1NC(=O)CN1CCOCC1	1.1	-6	0	-9	-2	-1	-7	1458	5	1
COc1ccc(OC)c(NC(=S)N2CCN(C/C=C/c3ccccc3)CC2)c1	1	-4	-5	-8	0	-5	-2	1442	-3	1
O=C(CSc1nnc(-c2ccco2)o1)c1ccccc1	1	-2	-4	-15	4	5	7	1551	6	0.9
CN(Cc1nccn1C)C(=O)CC1C(=O)NCCN1Cc1cccc(Oc2ccccc2)c1 (stereo not given)	1.1	-7	-3	-13	3	7	5	1682	-13	1.1
CCn1c(O)c(C=NCCN2CCOCC2)sc1=S	1	-1	/	-12	8	3	6	1842	5	0.9
CCO/C(C)=C1\N=C(c2ccc(Cl)cc2)OC1=O	1.1	-8	3	-17	5	-5	-8	1485	4	1
Cc1cc(NC(=O)c2cncc(Br)c2)n(-c2ccccn2)n1	1	2	-7	-4	1	1	7	1501	8	0.9
COc1c(F)c(F)c(C(=O)Nc2ccccc2N2CCN(C(C)=O)CC2)c(F)c1F	1	-2	-3	-6	5	0	4	1586	3	1
COC(=O)c1sc(NC(=O)c2oc3ccccc3c2C)nc1C	1	2	-5	-4	3	2	-8	1606	12	0.9
CCc1nnc(N2C(=O)c3ccc(Oc4ccc([N+](=O)[O-])cc4)cc3C2=O)s1	1.1	-6	4	-3	0	3	4	1510	7	0.9
Cc1ccc(F)c(NC(=O)C2CCCCC2C(=O)O)c1 (stereo not given)	1	-3	-6	-6	4	2	-6	1516	9	0.9
O=C(CSc1ncc(C(F)(F)F)cc1Cl)N1CCN(S(=O)(=O)c2ccccc2)CC1	1	-5	-3	-7	-3	-4	-11	1491	6	0.9
CCOc1ccc2ncc(S(=O)(=O)c3ccc(C)cc3)c(N3CCC4(CC3)OCCO4)c2c1	1	-4	-3	-2	-3	1	6	1605	13	0.9
CCc1ccc(/C=C2\SC(=S)N(CCCC(=O)Nc3nccs3)C2=O)cc1	1	1	-11	-1	7	-3	5	1465	11	0.9
CCOC(=O)CSc1nnc(-c2ccc(Cl)cc2Cl)o1	1	-2	-2	-1	11	6	4	1581	2	1
O=C(CC(Nc1ccc(F)cc1)C(=O)O)c1ccccc1 (stereo not given)	1	-4	-1	-12	7	-1	5	1597	15	0.9
SMILES	TNAP act hiacc	TNAP inh hi DEA	Efa HMGR inh	TNAP inh noacc	PPARg SRC-3 ag	PPARg SRC1 recr	PPARg SRC-2 ag	SRC2 TRFRET art	bIAP inhibitor	bIAP act
O=C(COC(=O)CCC(=O)c1ccc(Cl)cc1)NCCc1ccccc1	1	-4	-4	2	-4	-1	5	1584	-12	1.1
O=C(NC1CCCC1)c1cccnc1N1CCCCCC1	1.1	-7	1	-5	-4	10	7	1681	8	0.9
O=C1c2ccccc2NC(c2ccc3c(c2)OCO3)N1O (stereo not given)	1.1	-5	-4	-7	11	14	8	1797	11	0.9
Cc1onc(CO)c1C(=O)Nc1nccs1	1	-3	5	-7	6	-3	-2	1752	-1	1
CC1(c2ccccn2)Nc2ccccc2-c2nc3ccccc3n21 (stereo not given)	1	0	-2	-9	-9	-3	1	1532	6	0.9
CCc1n[nH]c(=S)n1/N=C/c1ccc(N(C)c2ccccc2)cc1	1	5	0	-71	1	6	2	1512	-11	1.1
CCCCN(CC)C(=O)c1ccc2c(c1)OCO2	1	-2	-2	-11	-7	2	-8	1441	0	1
O/N=C1\CCC\C1=C/c1ccco1	1	-5	1	-6	6	1	0	1631	9	0.9
COC(=O)c1c(NC(=O)c2cccs2)sc2c1CCCC2	1	-4	1	-10	6	8	9	1619	-3	1
COC(=O)c1nc2n(n1)C(c1cc(OC)ccc1OC)C(C(=O)OC1CCCCC1)=C(C)N2 (stereo not given)	1	5	-3	-3	2	5	-1	1432	8	0.9
CN(C(=O)COc1ncnc2sccc12)c1ccccc1	1	0	-2	-5	-1	-3	1	1466	-2	1
OCCNc1ncnc2c1ncn2Cc1ccccc1	1.1	-10	0	-9	5	-1	2	1697	5	0.9
CCn1c(SCC(=O)Nc2ccc(S(=O)(=O)Nc3ccccn3)cc2)nnc1-c1ccncc1	1.1	-7	-1	-13	0	-4	0	1464	13	0.9
CCCc1nnc(NC(=O)Nc2ccccc2OC)s1	1	1	4	-5	-1	-2	-1	1713	28	0.7
CS(=O)(=O)N(Cc1ccc(C(=O)NCCSCc2ccco2)cc1)c1ccccc1	1	-5	3	-11	2	6	1	1736	12	0.9
CC(C)c1ccc(C(C(=O)NC2CCCCC2)N(C(=O)c2ccccn2)c2cccnc2)cc1 (stereo not given)	1	-2	-1	-5	3	-4	2	1562	-18	1.2

Compound profiles, as listed above. Order of screens: TNAP act hiacc | TNAP inh hi DEA | Efa HMGR inh | TNAP inh noacc | PPARg SRC-3 ag | PPARg SRC1 recr | PPARg SRC-2 ag | SRC2 TRFRET art | bIAP inhibitor | bIAP act
`CC(C)c1ccc(C(C(=O)NC2CCCCC2)N(C(=O)c2ccccn2)c2cccnc2)cc1` (stereo not given) across the screens: 1 | -2 | -1 | -5 | 3 | -4 | 2 | 1562 | -18 | 1.2
`CCCc1nnc(NC(=O)Nc2ccccc2OC)s1` across the screens: 1 | 1 | 4 | -5 | -1 | -2 | -1 | 1713 | 28 | 0.7
`COC(=O)c1c(NC(=O)c2cccs2)sc2c1CCCC2` across the screens: 1 | -4 | 1 | -10 | 6 | 8 | 9 | 1619 | -3 | 1
`O/N=C1\CCC\C1=C/c1ccco1` across the screens: 1 | -5 | 1 | -6 | 6 | 1 | 0 | 1631 | 9 | 0.9

Assay outcomes deposited in PubChem by several laboratories.
